Source: PubChem (several laboratories)
VIM-2 inh: blocks Pseudomonas aeruginosa VIM-2 metallo-beta-lactamase; purified VIM-2, nitrocefin hydrolysis, epi-absorbance fluorescence; inhibition, % at 5.6 µM; 290,000 compounds, 0.89% hits;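 active = inhibition above the mean of all tested compounds plus 3 SD, cutoff set per screening run, cut at about 7.5% in these data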;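 note: red hydrolysis product quenches plate fluorescence so inhibitors raise well fluorescence; 0% = enzyme with DMSO and 100% = DMSO without enzyme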
HCV NS3 hel inh: HCV NS3 helicase inhibition; NS3 helicase DNA unwinding, Cy5 molecular beacon fluorescence; inhibition, % at 10.9 µM; 290,000 compounds, 0.56% hits;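 active = inhibition above the mean of all tested compounds plus 3 SD, set per campaign, cut at about 35% in these data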;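 note: 0% = DMSO wells and 100% = thioflavine S control wells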
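Control set: DMSO versus 110 µM thioflavine S; Material: NS3 helicase fragment of HCV; Measured by: Cy5 fluorescence at 0 and 60 min, beacon hairpin quenching; Read-out basis: percent inhibition from t60/t0 fluorescence ratio; Times: reaction time 60 min, 25 °C; Repeats: single replicate; Compound dosing: single dose, 10.9 µM nominal final, DMSO 0.8% final.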
IDE cell activ: IDE (human) activation, cell-based | P14735 | HEK cells, FAbeta-B cleavage, fluorescence polarization; 0% vehicle, 100% cell-free pure enzyme wells | activation, % at 5.96 µM | 340,000 compounds, 0.073% hits | AID 493087;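 active = activation above the mean of all tested compounds plus 3 SD, set per screening campaign, cut at about 17% in these data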
p-CIP stab down: compounds decreasing mouse p/CIP protein stability; F442A p/CIP-EGFP cells, EGFP fluorescence, 16 h; decrease of EGFP signal, % at 10 µM; 290,000 compounds, 0.01% hits; AID 1984;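 active = EGFP signal decrease of at least 30% at 10 µM or well 3 SD below plate mean, unless failing retest; inactive = the rest, including hits failing retest or dose response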; note: some compounds called inactive have numbers as strong as hits; many of its hits are not listed in these tables
Target sequence (Q05BA5 1-1403): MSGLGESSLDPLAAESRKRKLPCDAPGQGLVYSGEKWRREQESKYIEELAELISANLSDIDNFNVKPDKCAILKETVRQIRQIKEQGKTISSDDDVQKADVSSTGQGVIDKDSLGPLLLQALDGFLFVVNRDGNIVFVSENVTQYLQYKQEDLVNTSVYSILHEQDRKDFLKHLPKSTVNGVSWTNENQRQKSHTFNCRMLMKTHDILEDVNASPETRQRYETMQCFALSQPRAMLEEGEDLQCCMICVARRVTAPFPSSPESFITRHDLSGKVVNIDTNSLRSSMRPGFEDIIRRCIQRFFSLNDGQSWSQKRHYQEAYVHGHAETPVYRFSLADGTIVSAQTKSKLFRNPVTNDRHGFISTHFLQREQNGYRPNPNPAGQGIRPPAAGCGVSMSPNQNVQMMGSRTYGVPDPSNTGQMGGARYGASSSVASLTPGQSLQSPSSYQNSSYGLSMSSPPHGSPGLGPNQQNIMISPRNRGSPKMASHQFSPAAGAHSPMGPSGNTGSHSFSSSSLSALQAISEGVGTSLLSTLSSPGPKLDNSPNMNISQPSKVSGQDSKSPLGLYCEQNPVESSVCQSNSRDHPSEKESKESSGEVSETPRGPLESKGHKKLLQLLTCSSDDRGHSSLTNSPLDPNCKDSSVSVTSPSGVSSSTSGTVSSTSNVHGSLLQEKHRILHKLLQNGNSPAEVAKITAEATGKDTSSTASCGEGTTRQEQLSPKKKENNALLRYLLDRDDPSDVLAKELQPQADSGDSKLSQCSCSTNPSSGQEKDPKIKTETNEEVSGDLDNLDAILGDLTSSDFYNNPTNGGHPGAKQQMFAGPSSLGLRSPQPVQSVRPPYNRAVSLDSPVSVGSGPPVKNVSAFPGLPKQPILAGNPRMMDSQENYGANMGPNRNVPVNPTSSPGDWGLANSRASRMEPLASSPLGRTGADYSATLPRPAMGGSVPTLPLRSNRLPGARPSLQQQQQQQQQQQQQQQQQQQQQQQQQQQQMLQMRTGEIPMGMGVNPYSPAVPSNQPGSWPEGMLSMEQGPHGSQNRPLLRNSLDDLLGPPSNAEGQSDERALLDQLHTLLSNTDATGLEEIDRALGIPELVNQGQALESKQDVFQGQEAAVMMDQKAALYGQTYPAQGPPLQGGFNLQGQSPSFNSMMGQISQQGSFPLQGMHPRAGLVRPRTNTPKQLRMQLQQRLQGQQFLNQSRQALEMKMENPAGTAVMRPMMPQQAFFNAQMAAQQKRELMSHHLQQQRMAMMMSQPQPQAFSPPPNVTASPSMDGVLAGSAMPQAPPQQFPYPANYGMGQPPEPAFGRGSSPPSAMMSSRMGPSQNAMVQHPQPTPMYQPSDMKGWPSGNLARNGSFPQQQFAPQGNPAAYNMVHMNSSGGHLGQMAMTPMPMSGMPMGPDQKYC
CRFBP-R2 block: CRF-BP/CRF-R2 complex antagonism; HEK293 CRF-R2/CRF-BP, CRF-induced calcium fluorescence; inhibition, % at 11.8 µM; 350,000 compounds, 0.59% hits;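 active = inhibition of the ligand-induced calcium signal above about 50% at the single tested concentration, limit read from the data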
SUMO HTRF inh: blocks human SUMOylation mediated by UBC9 | HTRF SUMOylation assay, SAE1/SAE2 + UBC9, in vitro | inhibition, % at 35 µM | 290,000 compounds, 0.36% hits; in the data active = inhibition above about 50%, passing the limit was not always enough; note: strong numbers were not always called active
GalR3 antagonist: antagonists of human GalR3; HEK293 GalR3-CNG cAMP membrane potential fluorescence; galR3 body fused to GalR1 C-terminus; inhibition, % at 3 µM; 360,000 compounds, 0.44% hits; AID 651719;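 active = inhibition above the screen-wide average plus 3 SD, cut at about 13% in these data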;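 note: forskolin and galanin both at EC90 stimulate the cells; cAMP rise reported by CNG channel membrane potential dye signal; 0% = forskolin plus galanin with DMSO and 100% = forskolin alone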
IDE inh: inhibits human insulin-degrading enzyme in HEK cells | P14735 | FAbetaB cleavage, fluorescence polarization | inhibition, % at 5.59 µM | 320,000 compounds, 0.41% hits | AID 434962;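 active = percent inhibition above the average of all tested compounds plus 3 SD, set per screening campaign, cut at about 16% in these data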;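 note: IDE supplied by intact live HEK cells; FP after avidin binding of uncleaved biotin substrate so inhibition keeps polarization high; 0% = DMSO wells and 100% = 60 µM reference IDE inhibitor Ii1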
IMP-1 inhibitor: blocks Pseudomonas aeruginosa IMP-1 metallo-beta-lactamase | inhibition, % at 5.6 µM | 290,000 compounds, 0.45% hits | purified IMP-1, nitrocefin hydrolysis, epi-absorbance fluorescence | AID 1556;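 active = inhibition above the mean plus 3 SD of all compounds in the same screening run, cut at about 4.5% in these data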;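 note: 0% = IMP-1 with DMSO and 100% = DMSO wells lacking enzyme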
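System: purified recombinant IMP-1 beta-lactamase. Medium: Zinc- and detergent-supplemented HEPES buffer, pH 7.1. Compound: one 5.6 µM dose […]. Schedule: 15 min preincubation plus 25 min reaction at 25 °C. Technique: Epi-absorbance fluorescence, 480 nm excitation, 530 nm emission.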
* = called active by the depositor; . = not tested or not shown. The order is random; 3.2% or so of the library scored in one or more.

item	Structure	VIM-2 inh	HCV NS3 hel inh	IDE cell activ	p-CIP stab down	CRFBP-R2 block	SUMO HTRF inh	GalR3 antagonist	IDE inh	IMP-1 inhibitor
1	CC1Cc2ccccc2N1C(=O)CSc1nnc(Cn2nnc3ccccc32)n1C (stereo not given)	-3.0	-4	0	-35	21	11	0	-1	-2.6
2	CCC(C)Nc1c([N+](=O)[O-])cc(C)cc1[N+](=O)[O-] (stereo not given)	-1.4	-2	2	-1	41	-24	-1	3	-2.1
3	CC(=O)NC(CCS(C)(=O)=O)C(=O)Nc1ccc(F)cc1Cl (stereo not given)	0.7	-2	7	-3	8	8	0	0	0.6
4	O=c1c2c3c(sc2nc2n1CCCC2)CCCC3	-0.6	6	-1	-4	-9	-19	-1	1	-2.6
5	CCc1ccc(Oc2coc3cc(OC(=O)c4cc5ccccc5oc4=O)ccc3c2=O)cc1	-1.8	2	-1	5	37	28	-12	-4	-2.1
6	CN(C)c1ccc(/C=N/NC(=O)Cn2nnc3ccccc32)cc1	-0.7	-16	2	5	22	4	-1	-1	-1.4
7	C=CCc1ccc(O)c(-c2ccc(O)c(CC=C)c2)c1	-3.1	-5	5	0	4	-17	-8	2	-1.9
8	COc1ccc(C(CNC(=O)c2ccc(S(=O)(=O)Nc3ccc(F)cc3)cc2)N(C)C)cc1 (stereo not given)	-3.3	-56	2	-3	-38	0	-10	7	-4.2
9	Cc1ccc2nc(NC(=O)c3ccc(Cl)s3)sc2c1	-0.5	-5	4	2	15	22	-3	4	3.5
10	COc1cc(/C=C2/C(=N)N3OC(C)=CC3=NC2=O)ccc1OCCOc1ccc(C)cc1	-1.9	-2	4	2	-39	18	-3	2	-1.5
11	c1ccc(C2=Nc3cccc4cccc(c34)N2)cc1	-1.9	3	8	-13	-11	8	5	-2	-3.0
12	O=C(O)CCCCCNCc1ccncc1	-1.4	0	4	-7	-6	14	.	-4	-0.8
13	COc1ccc(S(=O)(=O)NCC(c2ccc(C)cc2)N2CCN(C)CC2)cc1OC (stereo not given)	.	.	-1	.	2	.	-1	-14	.
14	CC(=O)N1CCc2cc(S(=O)(=O)CCC(=O)NCc3ccco3)ccc21	-2.6	3	2	-10	14	-6	-3	5	-2.4
15	COc1ccccc1Cc1nc2ccccc2n1S(=O)(=O)c1ccc(Cl)cc1	0.9	-11	-3	3	12	2	-10	4	-1.9
16	COc1cccc(CN(C)C(=O)Cc2c[nH]c3ccccc23)c1OC	-3.5	-5	1	3	-4	-21	-7	-11	-2.5
17	CC(C)c1ccc(C(=O)Nc2ccc(N3CCOCC3)cc2)cc1	-2.9	5	4	-11	-13	13	-6	-2	-3.0
18	CCCN1CCc2c(sc(NC(=O)c3ccc(S(=O)(=O)N4CCCC4)cc3)c2C(N)=O)C1	0.1	-11	-15	-32	-54	24	-4	12	-1.4
19	Cn1cc(S(=O)(=O)N2CCOCC2)cc1C(=O)NCCc1ccccc1	-3.9	-13	3	-7	-7	7	.	2	-1.8
20	O=C(NNc1ccc([N+](=O)[O-])cc1)Nc1ccccc1	-1.0	25	-2	-13	13	4	-4	2	-2.5
21	CCc1ccc(CNC(=O)CCc2nnc(Cc3cccc(C(F)(F)F)c3)o2)nc1	-3.9	-12	-1	-7	-4	14	3	4	-3.8
22	Cc1cc(-n2c(C)cc(C(=O)COc3cc(F)ccc3[N+](=O)[O-])c2C)no1	.	.	2	.	14	.	-6	2	.
23	COc1ccc(CN(C)C(=O)c2ccc(NC(=O)CC3SC(N4CCCC4)=NC3=O)cc2)c(OC)c1 (stereo not given)	.	.	2	.	0	.	0	9	.
24	CC(=O)NC(CC(=O)Nc1ccc(S(=O)(=O)N2CCCCC2)cc1)c1ccccc1 (stereo not given)	-2.6	1	3	-11	-34	-17	-4	3	-3.0
25	Cc1cc(SCC(=O)NCCN2C(=O)CSC2=O)nc2c(C)cccc12	0.5	1	1	-14	4	6	-1	15	-1.1
26	O=C(COc1cccc2cccnc12)N/N=C/c1ccc(O)cc1	-0.5	-1	3	-18	-6	17	-1	-3	-2.8
27	CCn1c(SCC(=O)NC(C)(C)C)nnc1-c1ccoc1C	-0.2	13	4	0	-10	1	-3	-2	-2.0
28	CNC(=S)N1N=C(c2ccc(C)cc2)CC1c1ccc(Br)cc1 (stereo not given)	-0.8	-8	8	8	24	-32	-6	5	-4.2
29	CCCN(CC(=O)Nc1ccccc1C)C(=O)C1CCN(S(=O)(=O)c2cccc(C(F)(F)F)c2)CC1	.	.	-3	.	3	.	0	-3	.
30	CCOCCN(C=O)c1cccc(OC)c1	-0.2	-3	5	-4	5	15	-4	2	-0.3
31	Cc1sc2nc(CN(C(=O)NC3CCCCC3)C3CCCCC3)[nH]c(=O)c2c1C	-0.2	3	3	-19	-57	-18	-8	-3	-1.4
32	COCCCC1CCN(C(=O)C2CCC(=O)N(Cc3cccc(F)c3)C2)CC1 (stereo not given)	0.9	5	3	10	-8	-12	-8	4	-0.4
33	CC(=O)c1cccc(NC(=O)/C(=C/c2ccncc2)NC(=O)c2ccccc2)c1	-3.0	10	0	5	-7	-2	-7	-2	0.2
34	O=C(O)c1cccc(N2C(=O)c3cc4cccc(Br)c4cc3C2=O)c1	5.0	14	1	5	-2	3	-2	-3	2.5
35	O=C(CSc1nc2c(c(=O)n1-c1ccc(Cl)cc1)SCC2)Nc1nccs1	-1.4	0	4	-8	-6	5	-4	-1	-3.0
36	COc1ccc(-c2nnc(SCC(=O)NCc3cccs3)n2C)cc1	-2.8	-8	7	0	15	3	-2	1	-3.0
37	CCN(C(=O)COC(=O)c1cc(-c2ccccc2)nc2c1c(C)nn2-c1ccc(C)cc1)C1CCS(=O)(=O)C1 (stereo not given)	-1.8	1	4	-10	-9	7	-2	1	-3.8
38	CCCCN(C(=O)c1ccc(C)o1)c1c(N)n(CC(C)C)c(=O)[nH]c1=O	.	.	1	.	-2	.	-5	7	.
39	N#C/C(=C/c1cn(CC(=O)O)c2ccccc12)c1ccc(F)cc1	0.0	18	5	-22	3	9	-4	4	-1.3
40	CCOC(=O)[C@@H]1[C@H]2COc3cc(OC)ccc3[C@@H]2N2C(=O)N(c3cccc(Cl)c3)C(=O)[C@@]12C	-2.8	-8	2	5	-4	-21	.	4	-3.0
41	COc1cc(/C=N/NC(=O)c2cn(-c3cccc(C)n3)cn2)ccc1O	-1.3	2	-1	5	9	8	-1	-5	-3.8
42	Cc1nn(-c2ccccc2)c(C)c1C(=O)OCC(=O)Nc1ccc2c(c1)OCO2	-0.9	-10	6	0	9	-10	-3	4	-3.9
43	Cn1c(SCC(=O)c2ccc(O)c(O)c2)nnc1-c1ccccc1	-2.5	4	4	-13	-9	13	-6	.	-3.0
44	COc1cc2c(cc1OC)-c1nnc(C)n1C(C)(C)C2	-3.5	-6	0	-11	9	33	-2	-4	-1.5
45	COc1cccc(CCC(=O)O)c1OC	0.3	-2	-1	.	-4	.	-3	8	-0.6
46	CN1CCN(C(=S)c2cn(Cc3ccc(F)cc3)c3ccccc23)CC1	2.2	-45	5	-11	-12	0	-8	2	-0.2
47	O=C(Cn1cncn1)N/N=C/c1ccccc1Cl	-2.6	-6	10	20	0	13	-1	0	-2.4
48	Cc1cc(-c2ccc(Cl)cc2)n2ncnc2n1	-0.2	-11	.	-14	4	26	3	2	-0.6

Whole records as entered above. Order of screens: VIM-2 inh	HCV NS3 hel inh	IDE cell activ	p-CIP stab down	CRFBP-R2 block	SUMO HTRF inh	GalR3 antagonist	IDE inh	IMP-1 inhibitor
CCN(C(=O)COC(=O)c1cc(-c2ccccc2)nc2c1c(C)nn2-c1ccc(C)cc1)C1CCS(=O)(=O)C1 (stereo not given) reads -1.8	1	4	-10	-9	7	-2	1	-3.8
CN1CCN(C(=S)c2cn(Cc3ccc(F)cc3)c3ccccc23)CC1 reads 2.2	-45	5	-11	-12	0	-8	2	-0.2

The listing picks up with the 6 entries that preceded the break.
item	Structure	VIM-2 inh	HCV NS3 hel inh	IDE cell activ	p-CIP stab down	CRFBP-R2 block	SUMO HTRF inh	GalR3 antagonist	IDE inh	IMP-1 inhibitor
43	Cn1c(SCC(=O)c2ccc(O)c(O)c2)nnc1-c1ccccc1	-2.5	4	4	-13	-9	13	-6	.	-3.0
44	COc1cc2c(cc1OC)-c1nnc(C)n1C(C)(C)C2	-3.5	-6	0	-11	9	33	-2	-4	-1.5
45	COc1cccc(CCC(=O)O)c1OC	0.3	-2	-1	.	-4	.	-3	8	-0.6
46	CN1CCN(C(=S)c2cn(Cc3ccc(F)cc3)c3ccccc23)CC1	2.2	-45	5	-11	-12	0	-8	2	-0.2
47	O=C(Cn1cncn1)N/N=C/c1ccccc1Cl	-2.6	-6	10	20	0	13	-1	0	-2.4
48	Cc1cc(-c2ccc(Cl)cc2)n2ncnc2n1	-0.2	-11	.	-14	4	26	3	2	-0.6
49	CCOc1cc2c(cc1OCC)C(c1ccccc1)N(c1ccc(C(=O)O)cc1)C(=O)C2 (stereo not given)	-1.4	6	4	-3	9	-15	-6	-2	-1.9
50	CCOc1ccc(C2C3=C(Nc4nc(N)[nH]c(=O)c42)c2ccccc2C3=O)cc1 (stereo not given)	-1.6	6	6	1	-17	13	-9	-3	-3.9
51	C/C(=N\NC(=O)Cc1c(F)cccc1Cl)c1cccnc1	-0.5	-4	2	-9	16	8	-1	.	-2.3
52	Cc1ccc([C@@H]2[C@@H]3C(=O)N(C)C(=O)[C@@H]3[C@@H]3C(=O)Nc4ccccc4C(=O)N23)cc1	-1.1	11	2	5	-3	-16	-7	4	-1.9
53	CCOc1ccc(-n2c(=O)[nH]c3sc4c(c3c2=O)CCCC4)cc1	-1.9	12	7	-10	-4	3	1	4	-4.9
54	O=C1CCC/C=C/C[C@H](CC(=O)N(CCO)Cc2ccccc2)C(=O)N[C@@H](Cc2ccccc2)CO1	.	.	0	.	0	.	-2	1	.
55	O=C(CN1C(=O)NC2(CCCCCC2)C1=O)N1CCCCC1	.	.	0	.	-10	.	-5	-3	.
56	COc1ccc(CN2C(=O)NC3(CCCC3)C2=O)cc1F	-1.1	12	2	0	-11	29	-3	3	0.0
57	Brc1ccccc1-c1nc(-c2ccccc2)no1	0.8	1	.	-6	.	1	.	2	-1.7
58	CO/N=C/C(c1ncc(C(F)(F)F)cc1Cl)S(=O)(=O)c1ccccc1 (stereo not given)	-0.9	-1	-6	-2	-8	10	-5	3	-1.9
59	COc1ccccc1OCC(=O)NCCC1=CCCCC1	-5.3	-7	0	12	-9	-10	.	9	-3.2
60	Cc1cccc(OCc2nc(C#N)c(N3CC(C)CC(C)C3)o2)c1 (stereo not given)	-1.7	-7	-2	0	24	-21	-3	-2	-1.7
